Screening results from PubChem BioAssay.
Cav32 inh = Cav3.2 calcium influx blockers – cell-based, Fluo-4 calcium fluorescence, FDSS, MLSMR library, primary screen. 100,000 compounds, 4% hits. B-score at 10 µM. AID 449739, 2010. Cav3.2-expressing cells; hits give low values. Voltage-dependent T-type calcium channel subunit alpha-1H (Homo sapiens), O95180;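 active means single-dose well whose peak fluorescence ratio is a statistical outlier from its plate by either plate-standardised score or position-corrected B-score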
The depositor's hits bear a star. These rows are one share of the data, so the mix of outcomes need not match the whole.

SMILES	Cav32 inh
CC(=O)Oc1ccc(-c2csc(Nc3cccnc3)n2)cc1	-0.421
CC(=O)NC1=C(C#N)C(c2ccccc2)c2c(ccc3ccccc23)O1 (stereo unspecified)	-0.537
COC(=O)c1ccc(NC(=O)C2CCCN2S(=O)(=O)c2ccc(C)cc2)cc1 (stereo unspecified)	2.91
O=C1NC(Nc2ccccn2)(C(F)(F)F)C(=O)N1c1ccc(F)cc1 (stereo unspecified)	-1.24
COCCNc1nc(C(C)(C)C)nc2c1nnn2Cc1ccccc1Cl	-1.81
Cn1c(N)c(C(=O)COC(=O)CCc2c[nH]c3ccccc23)c(=O)n(C)c1=O	0.627
C=CCN(c1ccc(C(=O)NCCc2ccccc2)cc1)S(C)(=O)=O	0.567
CCN(CC)CCN1C(=O)C(=O)/C(=C(/O)c2c(C)[nH]c(C(=O)OC)c2C)C1c1cccs1 (stereo unspecified)	1.2
Cc1cc(NC(=O)c2cc3n(n2)C(C(F)(F)F)CC(c2ccc(Cl)c(Cl)c2)N3)no1 (stereo unspecified)	-0.368
COc1ccc(/C(O)=C2\C(=O)C(=O)N(CC3CCCO3)C2c2cc(OC)ccc2OC)cc1 (stereo unspecified)	-0.114
O=C(NCc1ccccc1)/C(=N\O)c1ccccc1	0.542
O=C(N/N=C/c1cccc(F)c1)c1cc(-c2ccco2)nc2ccccc12	0.72
CCn1c(C)cc2c(c1=O)C(c1ccncc1)C(C#N)=C(N)O2 (stereo unspecified)	0.206
CC(C)(C)N1C(=O)c2ccc(C(=O)Nc3nccs3)cc2C1=O	-1.07
CC(C)CNC(=S)NC1CC2CCCC(C1)N2Cc1cccs1 (stereo unspecified)	0.761
O=C1Cc2ccccc2Sc2ccc(Cl)cc21	-0.415
Cc1cc(OCC[N+]2(C)CCCCC2)nc2ccccc12	0.55
COc1cccc(Oc2ccc(N)cn2)c1	-1.64
CC(C)CC(=O)NC1(C(F)(F)F)C(=O)Nc2c1c(=O)[nH]c(=O)n2Cc1ccco1 (stereo unspecified)	-0.0502
CNC(=O)N(C1=NCC(C)(C)S1)c1ccc(F)c(Cl)c1	-1.68
CCCN1C(=O)/C(=C/C=C2\N(CC)c3ccccc3C2(C)C)SC1=S	-4.5*
COC(=O)Cc1csc(Nc2c(C)n(C)n(-c3ccccc3)c2=O)n1	0.411
O=C(CSc1nc2ccccc2c(=O)n1CCCC(=O)N1CCCC1)NCc1ccco1	1.71
COC(=O)[C@H](CCSC)NC(=O)Nc1ccc(OC)cc1OC	-0.232
COc1ccc(NS(=O)(=O)Cc2ccccc2Cl)cn1	-0.714
C=CCn1c(=O)/c(=C/c2ccc(C)o2)s/c1=C(/C#N)C(=O)c1ccccc1	-3.72
C=CCNC(=O)C1CC(=O)N(c2ccc(OCC(=O)Nc3ccccc3)cc2)C1 (stereo unspecified)	-0.0942
CC1CC(C)CN(C(=O)Cn2c(=O)n(CCCCC(=O)NC3CCCC3)c(=O)c3ccccc32)C1 (stereo unspecified)	2.55
COc1ccc(-c2cc(-c3ccccc3)nc(-c3ccc4c(c3)NC(=O)CO4)c2)cc1	-0.964
O=C(Nc1cccc2ccccc12)N1CC=C(c2ccccc2)CC1	0.46

A draw from above in order of length of the SMILES, lowest first:
SMILES	Cav32 inh
CNC(=O)N(C1=NCC(C)(C)S1)c1ccc(F)c(Cl)c1	-1.68
CC(=O)NC1=C(C#N)C(c2ccccc2)c2c(ccc3ccccc23)O1 (stereo unspecified)	-0.537
C=CCNC(=O)C1CC(=O)N(c2ccc(OCC(=O)Nc3ccccc3)cc2)C1 (stereo unspecified)	-0.0942

Next compounds follow.
SMILES	Cav32 inh
COc1ccc(NC(=O)C23CCC(C)(C(=O)C2)C3(C)C)cc1 (stereo unspecified)	-0.00186
CC(=O)N1CCc2cc(S(=O)(=O)NCCC(=O)NC3CCCc4ccccc43)ccc21 (stereo unspecified)	0.734
O=C(O)C1C(c2ccccc2)C(C(=O)OCc2ccco2)C1c1ccccc1 (stereo unspecified)	-0.499
CCN(CC)S(=O)(=O)c1ccc2oc(C(=O)NC3CCCc4ccccc43)c(C)c2c1 (stereo unspecified)	-2.81
CC1(C(=O)NC2CCCC2)CCC(=O)N1Cc1ccccc1 (stereo unspecified)	0.545
O=C(O)CCn1cnc2ccccc2c1=O	-0.0202
Cc1ccc(C(=O)Nc2cccc(C(F)(F)F)c2)cc1Nc1ccccn1	-0.714
Cc1ccc(-c2csc3nnc(SCC(=O)N4CCN(Cc5ccccc5)CC4)n23)cc1	0.0864
O=C(Nc1ccc(N2CCN(Cc3ccccc3)CC2)cc1)c1ncn[nH]1	2.06
O=C1N=C(N2CCOCC2)S/C1=C/c1cccs1	-0.677
CS(=O)(=O)N(CC(=O)NCCC1=CCCCC1)C1CCCCC1	-1.27
CCOc1ccc(C(=O)NCc2ccncc2)cc1OCC	0.0984
Cc1cc(C(=O)OCC(=O)c2ccc(Br)s2)no1	0.624
Cc1cc(C(=O)CSc2nc3ccccc3[nH]2)c(C)n1C	1.3
CC(C)NC(=O)CN(Cc1ccccc1)S(=O)(=O)c1ccccc1	-1.96
CC(C)(C)c1ccc(OCC(O)CS(=O)(=O)c2ccccn2)cc1 (stereo unspecified)	0.544
CC(C)(C)[C@H]1C=C(C(=O)Nc2ccccc2)O[C@@H](OCCCCO)C1	1.19
O=C1C=C(NCc2ccco2)C2(CCCCC2)O1	0.734
Cc1[nH]c(=O)[nH]c(=O)c1CSc1nnc(CCCCCNC(=O)OC(C)(C)C)o1	0.293
O=C(C(NS(=O)(=O)c1cccs1)c1ccccc1)N1CCN(c2ccccc2F)CC1 (stereo unspecified)	0.0257
CCOC(=O)n1c(=O)n(Cc2ccccc2)c2ccccc21	-1.59
COc1ccccc1OCCCCNC(C)(C)C	-1.73
COc1cc2c(cc1NS(=O)(=O)N1CCCC1)oc1ccccc12	-5.58*
CCOc1ccc(-c2cc(N)n(S(=O)(=O)c3ccc(OC)cc3)n2)cc1	-0.00905
Cc1cc(C)c2cc(CN(CCN3CCCC3)C(=O)Nc3ccc(F)cc3)c(=O)[nH]c2c1	-1.23
COc1ccc2c(c1)CCc1c(C(=O)NCc3ccco3)noc1-2	0.0146
O=C(NN1C(=O)c2ccccc2NC1c1ccccc1OCc1ccccc1)c1ccncc1 (stereo unspecified)	0.0922
Nc1nc(Sc2ccc(C(F)(F)F)cc2[N+](=O)[O-])n[nH]1	0.683
Cc1cc2n(n1)C(c1ccc3c(c1)OCO3)Nc1c(C)cccc1-2 (stereo unspecified)	-3.25
CC(Sc1ccc(Br)cc1)C(N)=O (stereo unspecified)	0.25
Fc1cccc(CN2CCN(c3ncccn3)CC2)c1	-1.03
Cc1ncc(CC(=O)n2cc(C(=O)c3cc(F)ccc3O)cn2)s1	-3.45*
NC(=O)c1ccccc1O	0.0843
Cc1ccc(-c2nc3ccccc3c(=O)n2CCCN2CCOCC2)cc1	0.483
CCC(C)c1ccc(-c2cc(C(=O)OCC(=O)Nc3cc(C)on3)c3ccccc3n2)cc1 (stereo unspecified)	-0.903
CN(C)CCNC(=O)C(C(=O)c1ccccc1)n1ccccc1=O (stereo unspecified)	0.614
CCC(=O)N1CCCc2cc(S(=O)(=O)NCc3cccs3)ccc21	-0.317
CCCN1C(=O)C(NC(C)=O)c2ccccc21 (stereo unspecified)	0.514
CC(N=C1NS(=O)(=O)c2ccccc21)C(=O)NCc1ccc2c(c1)OCO2 (stereo unspecified)	-0.25
O=C(NCc1ccc(Cl)cc1)c1cc(-c2cccs2)on1	-4.1
Cc1ccc(-c2c(C#N)c(N)nc3c2CCCC3)s1	1.33
Cc1c(S(=O)(=O)N2CCN(c3cccc(C(F)(F)F)c3)CC2)c(=O)n(C)c(=O)n1C	-0.622
COC(=O)c1sccc1NC(=O)Nc1cccc(Cl)c1Cl	0.679
CCC(Cc1ccccc1)NC(=O)C1CCC(CNc2c(N3CCCC3)c(=O)c2=O)CC1 (stereo unspecified)	0.744
Cc1ccc2nc(SCC(=O)N3c4ccccc4CC3C)c(C)cc2c1 (stereo unspecified)	-1.96
C/C(=C1/SC(N2CCOCC2)=NC1=O)c1ccc(Br)cc1	0.0937
CC(C)N(Cc1nc(-c2ccccc2)no1)C(=O)C(C)(C)C	-1.3
CCCNc1nc2c(c(=O)n(C)c(=O)n2C)n1Cc1cccc(C)c1	-0.294
COc1ccc(CCNC(=O)CCN2C(=O)C3CC=CCC3C2=O)cc1OC (stereo unspecified)	0.43
CC(CC(=O)Nc1ccncc1)c1ccccc1 (stereo unspecified)	0.769

The list goes on.
SMILES	Cav32 inh
CCCCn1c(SCC2CCCO2)nc2cc(S(N)(=O)=O)ccc21 (stereo unspecified)	0.926
O=c1c2cc(N3CCOCC3)ccc2[nH]c(=S)n1CCCN1CCCCCC1	-0.257
Cc1ccccc1CN1C(=O)CSc2ccc(C(=O)N3CCOCC3)cc21	1.98
O=C(CC1OC(=O)c2ccccc21)Nc1ccccc1N1CCOCC1 (stereo unspecified)	-0.812
Nc1nc2ccccc2nc1N1CCCC1	-1.01
Cc1cc2ccccc2nc1SCC(=O)N1c2ccccc2CC1C (stereo unspecified)	-0.00485
CCSc1nnc(Cn2c(=O)sc3ccccc32)n1-c1ccccc1C	-0.536
O=C(OCCN1C(=O)c2ccccc2C1=O)c1cccs1	-1.81
Oc1ccc(N=Nc2c(O)ccc3ccccc23)cc1	0.139
COc1cc(S(=O)(=O)N2CCCCCC2)ccc1-n1cnnn1	1.32

Arranged by SMILES length (rising): some entries from above
SMILES	Cav32 inh
Nc1nc2ccccc2nc1N1CCCC1	-1.01
CC(CC(=O)Nc1ccncc1)c1ccccc1 (stereo unspecified)	0.769
CCCN1C(=O)C(NC(C)=O)c2ccccc21 (stereo unspecified)	0.514
Oc1ccc(N=Nc2c(O)ccc3ccccc23)cc1	0.139
Cc1ccc(-c2c(C#N)c(N)nc3c2CCCC3)s1	1.33
O=C(OCCN1C(=O)c2ccccc2C1=O)c1cccs1	-1.81
COC(=O)c1sccc1NC(=O)Nc1cccc(Cl)c1Cl	0.679
Cc1cc2ccccc2nc1SCC(=O)N1c2ccccc2CC1C (stereo unspecified)	-0.00485
COc1cc(S(=O)(=O)N2CCCCCC2)ccc1-n1cnnn1	1.32
CN(C)CCNC(=O)C(C(=O)c1ccccc1)n1ccccc1=O (stereo unspecified)	0.614
CCSc1nnc(Cn2c(=O)sc3ccccc32)n1-c1ccccc1C	-0.536
CCC(=O)N1CCCc2cc(S(=O)(=O)NCc3cccs3)ccc21	-0.317
CCCNc1nc2c(c(=O)n(C)c(=O)n2C)n1Cc1cccc(C)c1	-0.294
COc1ccc(CCNC(=O)CCN2C(=O)C3CC=CCC3C2=O)cc1OC (stereo unspecified)	0.43
O=c1c2cc(N3CCOCC3)ccc2[nH]c(=S)n1CCCN1CCCCCC1	-0.257
CC(N=C1NS(=O)(=O)c2ccccc21)C(=O)NCc1ccc2c(c1)OCO2 (stereo unspecified)	-0.25
CCC(Cc1ccccc1)NC(=O)C1CCC(CNc2c(N3CCCC3)c(=O)c2=O)CC1 (stereo unspecified)	0.744
Cc1c(S(=O)(=O)N2CCN(c3cccc(C(F)(F)F)c3)CC2)c(=O)n(C)c(=O)n1C	-0.622

Remaining list, next part
SMILES	Cav32 inh
CC1CCCC(C)N1S(=O)(=O)c1ccc(S(=O)(=O)NCCc2ccncc2)cc1 (stereo unspecified)	-0.151
Cc1cc(/C=N/n2cnnc2)c(C)n1-c1ccc(Cl)cc1Cl	-2.18
O=C(COc1ccc(S(=O)(=O)NC2CCCCC2)cc1Cl)NCC1CCCO1 (stereo unspecified)	1.15
Cc1nc(-c2cccc(NS(=O)(=O)c3ccc4ccccc4c3)c2)cs1	-2.38
O=C(Nc1ccc(Cl)c(C(F)(F)F)c1)[C@@H]1CC=C[C@@H]2CCN(Cc3ccc(Cl)c(Cl)c3)C(=O)[C@@H]21	-1.89
CCOC(=O)c1sc2ncn(CC(=O)NCC3CCCO3)c(=O)c2c1C (stereo unspecified)	0.949
COc1ccc(CN=CC2=C(O)CNC2=O)cc1	0.79
COc1ccc(/C(O)=C2/C(=O)C(=O)N(c3nc(C)c(C)s3)C2c2ccco2)cc1 (stereo unspecified)	0.0714
O=C1C2CC=CCC2C(=O)N1c1ccc(Cc2ccncc2)cc1 (stereo unspecified)	1.86
CCOC(=O)CNC(=O)c1cccnc1	0.797
C/C(=N\O)C(=O)OC1CC(C)CCC1C(C)C (stereo unspecified)	-4.71*
O=C(CSCC(=O)N1CCCCC1)Nc1nc(-c2ccc(Cl)s2)cs1	-5.18*
CN1C(=O)CSc2ccc(NC(=O)N3CCC(N4CCCCC4)CC3)cc21	1.22
Cc1csc(NC(=O)c2ccccc2[N+](=O)[O-])n1	0.0393
COc1ccc(Oc2nc(C)nc3c2oc2ccccc23)cc1	-2.16
CC(C)CC(c1nnnn1C1CCCC1)N1CCN(C(=O)c2ccco2)CC1 (stereo unspecified)	0.106
CCS(=O)(=O)CCn1c([N+](=O)[O-])cnc1C	-1.12
O=C(NCc1ccco1)c1cccc(NC(=O)c2ccco2)c1	1.35
Cc1cccc(/C=c2\s/c(=C\C(=O)C(C)(C)C)[nH]c2=O)c1	-3.7
CCCC(c1nnnn1Cc1ccco1)N1CCC(C(N)=O)CC1 (stereo unspecified)	-0.0412
O=C(Nc1ccc2oc(-c3ccncc3)nc2c1)c1cccs1	1.13
O=C(CCCN1Cc2ccccc2C1)c1ccc(F)cc1	1.45
CCOc1ccccc1N(CC(=O)NCc1ccc(OC)cc1)S(C)(=O)=O	1.56
O=C(CN1CCN(CC(=O)Nc2ccc3c(c2)OCO3)CC1)Nc1ccc(F)cc1	2.27
C=CCN(CC=C)S(=O)(=O)c1ccc(NC(=S)NC(=O)c2ccc(-c3ccccc3)cc2)cc1	-2.22
O=C(Nc1nccs1)C(=O)c1c[nH]c2ccccc12	0.038
COCCn1c(=O)[nH]c2cc(C(=O)NC(C)C)ccc2c1=O	0.119
CCOC(=O)Cc1csc(NC(=O)CCCCCN2C(=O)c3ccccc3C2=O)n1	-1.43
CN1CCN(S(=O)(=O)c2cccc(S(=O)(=O)c3ccc(Cl)cc3)c2)CC1	-0.459
CC(C)Cc1nc(N2CCN(C(=O)c3ccco3)CC2)c(C#N)c2c1CCC2	-7.88*
c1cncc(-c2nn[nH]n2)c1	1.35
COc1cccc(/C(O)=C2/C(=O)C(=O)N(CCN(C)C)C2c2ccccn2)c1 (stereo unspecified)	0.198
